ANO1 activ: TMEM16A chloride channel activators or potentiators, primary screen, cell-based, HTS; Anoctamin-1 (Mus musculus), Q8BHY3; 340,000 tested, 0.3% active; HEK293 TMEM16A/YFP-H148Q/I152L, iodide quench fluorescence; hits give low values; B-score at 10 µM;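 active = fluorescence-ratio B-score plate-corrected deviation score at least 3 library SD below zero, with starting fluorescence score within 5 deviations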;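 also: channel opened by trigger with iodide after compound preincubation; score built on the fluorescence ratio of max minus min over baseline; more negative score means more quench and so TMEM16A activation or potentiation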
Target sequence (Q8BHY3 whole entry, looked up): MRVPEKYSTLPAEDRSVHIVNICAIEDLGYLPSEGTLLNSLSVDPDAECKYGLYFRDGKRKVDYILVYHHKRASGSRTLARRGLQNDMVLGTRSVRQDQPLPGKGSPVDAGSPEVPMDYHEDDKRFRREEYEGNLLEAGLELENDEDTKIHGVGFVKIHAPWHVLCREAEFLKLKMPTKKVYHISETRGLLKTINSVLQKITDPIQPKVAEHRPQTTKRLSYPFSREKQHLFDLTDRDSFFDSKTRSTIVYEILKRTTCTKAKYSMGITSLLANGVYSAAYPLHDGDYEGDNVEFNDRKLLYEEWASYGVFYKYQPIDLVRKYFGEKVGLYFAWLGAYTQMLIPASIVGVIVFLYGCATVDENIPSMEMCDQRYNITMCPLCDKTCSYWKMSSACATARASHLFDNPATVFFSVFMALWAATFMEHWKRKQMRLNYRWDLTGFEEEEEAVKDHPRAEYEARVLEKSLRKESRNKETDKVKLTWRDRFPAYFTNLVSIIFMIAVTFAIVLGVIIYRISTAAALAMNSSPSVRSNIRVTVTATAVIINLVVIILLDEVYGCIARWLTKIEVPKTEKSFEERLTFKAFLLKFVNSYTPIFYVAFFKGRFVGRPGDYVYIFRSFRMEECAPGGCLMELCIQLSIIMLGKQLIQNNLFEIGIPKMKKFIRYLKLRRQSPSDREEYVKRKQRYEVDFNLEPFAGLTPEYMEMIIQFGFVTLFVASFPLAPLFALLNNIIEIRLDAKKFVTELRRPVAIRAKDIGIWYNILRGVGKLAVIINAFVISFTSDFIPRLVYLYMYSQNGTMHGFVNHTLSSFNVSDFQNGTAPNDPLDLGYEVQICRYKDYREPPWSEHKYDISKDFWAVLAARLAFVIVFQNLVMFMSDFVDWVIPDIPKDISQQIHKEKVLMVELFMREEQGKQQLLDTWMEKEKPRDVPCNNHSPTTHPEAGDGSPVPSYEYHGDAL
Calls only; i = inactive. An excerpt (hit frequency here may not be typical).

ANO1 activ,Structure
i,Cc1cccc(NC(=O)COC(=O)c2ccc(C)c(S(=O)(=O)N3CCCCC3)c2)c1
i,O=C(O)c1ccccc1C=NN1CCCCCC1
i,COc1ccc(-c2nc3ccc(Cl)cn3c2NC2CCCCC2)cc1SC1CCCCC1
i,CN(Cc1ccc(Cl)cc1)C(=O)c1ccccc1SCC(=O)N1CCCC1
i,CC(CC(=O)Nc1ccc(Cl)c(S(=O)(=O)N2CCOCC2)c1)c1ccccc1 (centres undefined)
i,CC1(c2ccccc2)NC(=O)N(CC(=O)Nc2cc(C(F)(F)F)ccc2N2CCCCC2)C1=O (centres undefined)
i,Cc1ccnc2c1ccc1cccnc12
i,O=S(=O)(c1ccc2c(c1)OCCO2)N1CCN(S(=O)(=O)c2ccco2)CC1
i,COc1ccc(NS(=O)(=O)c2cccc(C(=O)NCCc3ccc(S(N)(=O)=O)cc3)c2)cc1
i,O=C(C=Cc1ccccc1O)c1ccccc1O
i,COc1ccccc1CNC(=O)COC(=O)CC1CC2CCC1C2 (centres undefined)
i,Cc1cc(NC(=O)COC(=O)c2c(C)c(C)c(C)c(C)c2C)no1
i,O=C1c2ccccc2C(=O)N1CCC#Cc1ccc2cc(CCO)oc(=O)c2c1
i,Cc1noc(C)c1NC(=O)N(C)C[C@H]1Oc2ccc(NC(=O)NC(C)C)cc2C(=O)N([C@H](C)CO)C[C@@H]1C
i,CC(NC(=O)C1CCN(S(=O)(=O)c2cccs2)CC1)c1cccc(Cl)c1 (centres undefined)
i,CC(C)C[C@@H](C)C(=O)N(Cc1ccccc1)c1ccccc1
i,Cc1ccc(N(C)S(=O)(=O)c2cccc(C(=O)OCC(=O)c3c(N)n(C)c(=O)n(C)c3=O)c2)cc1
i,CCN(CC(=O)NCc1ccc(Cl)cc1)C(=O)c1cc(S(=O)(=O)N2CCOCC2)ccc1C
i,CCOC(=O)C1CCCN(C(=O)c2ccc3c(c2)OCCO3)C1 (centres undefined)
i,CC(Oc1ccc(F)cc1)C(=O)Nc1cc(S(=O)(=O)N2CCCCC2)ccc1N1CCN(C)CC1 (centres undefined)
i,Cc1ccc(C2=CC(=O)CC(C)(C)C2)cc1
i,O=C(NNC(=O)c1cc(F)c(F)cc1Cl)c1ccc(NS(=O)(=O)c2cccs2)cc1
i,CCc1cccc(NC(=O)C2CCCN2S(=O)(=O)c2ccccc2C(F)(F)F)c1 (centres undefined)
i,COc1cc2c(cc1OC)CN(C(=O)CN1C(=O)NC3(CCC(C)CC3)C1=O)CC2 (centres undefined)
i,CSCCC1NC(=O)N(CC(=O)Nc2ccc3c(c2)OCCO3)C1=O (centres undefined)
i,O=C1CN(S(=O)(=O)c2ccccc2)CCN1
i,CCc1noc(C)c1C(=O)OCC(=O)NCCc1ccc(OC)cc1
i,O=c1c([N+](=O)[O-])cn(Cc2ccccc2)c(=O)n1Cc1ccccc1
i,CCN(c1ccccc1)S(=O)(=O)c1ccc(C(=O)N2CCOCC2)cc1
i,COC(=O)c1cc(C)c(C)cc1NC1OC(CO)C(O)C1O (centres undefined)
i,CCCn1nc(C(=O)Nc2ccc(-n3cnnn3)cc2)c2ccccc2c1=O
i,FC(F)(F)c1cc(CCN2CCNC[C@@H]2c2ccccc2)cc(C(F)(F)F)c1
i,O=C(Nc1cccc(S(=O)(=O)NC2=NCCC2)c1)c1cn(-c2ccccc2)nc1-c1ccc(F)cc1
i,CC1CCCC(NC(=O)CSc2n[nH]c(N)n2)C1C (centres undefined)
i,O=C(COc1ccccc1Cl)Nc1cccc(S(=O)(=O)N2CCCC2)c1
i,CCOc1ccc(C(C)NC(=O)C2CCN(S(=O)(=O)c3ccc(OC)cc3)CC2)cc1OCC (centres undefined)
i,O=C(Nc1ccccc1)Oc1cccc2cccnc12
i,CCN(CC)c1ccc(S(=O)(=O)N2CCOCC2)cc1NC(=O)COC(=O)/C=C/c1ccco1
i,Nc1ncc(S(=O)(=O)c2ccc([N+](=O)[O-])cc2)s1
i,O=C(COC(=O)[C@@H]1CCCN1C(=O)c1cccs1)Nc1ccc(Br)cc1
i,CCC(CN(C)C)Oc1cc(NCc2ccccc2)c2ncn(C(C)C)c2c1 (centres undefined)
i,CC(C)(Oc1ccc(F)cc1)C(=O)OCC(=O)c1ccc(S(C)(=O)=O)cc1
i,COc1ccc(C(=O)OCC(=O)Nc2c(C)n(C)n(-c3ccccc3)c2=O)cc1
i,Cc1ccc(CC(=O)OC(C)C(=O)NC2CCCCC2C)cc1C (centres undefined)
i,Cc1ccc(S(=O)(=O)N2CCN(C(=O)COC(=O)CNC(=O)c3ccc(Cl)cc3Cl)CC2)c(C)c1
i,O=C(CSc1ccc2nnc(-c3cccs3)n2n1)N1CCOCC1
i,Oc1cc(Nc2cccnc2)cc2cccnc12
i,CN(C(=O)c1ccc(NC(=O)Cc2ccc(NC(=O)C3CCCN(C(=O)CCc4ccccc4)C3)cc2)cc1)C1CC1 (centres undefined)
i,C[C@H](CO)N1C[C@H](C)[C@@H](CN(C)S(=O)(=O)c2ccccc2)Oc2ccc(NS(=O)(=O)c3cccs3)cc2C1=O
i,C[C@H](CO)N1C[C@H](C)[C@@H](CN(C)Cc2ccc(Cl)c(Cl)c2)Oc2c(NC(=O)c3ccncc3)cccc2C1=O

(further entries)
ANO1 activ,Structure
i,COc1cc(C(=O)Nc2cc(S(=O)(=O)N3CCOCC3)ccc2N2CCN(C)CC2)cc(OC)c1OC
i,O=C1NC(=O)C2(Br)Nc3ccc(Br)cc3C(=O)C2N1 (centres undefined)
i,Cc1ccc(C)c(SCC(=O)NC2CCS(=O)(=O)C2)c1 (centres undefined)
i,Cc1c(NC(=O)C(C)OC(=O)c2ccc([N+](=O)[O-])cc2Cl)c(=O)n(-c2ccccc2)n1C (centres undefined)
i,N#CC(CCc1ccc([N+](=O)[O-])cc1)(CCc1ccc([N+](=O)[O-])cc1)C(N)=O
i,O=C1C=CC(=O)N1c1ccc(Nc2ccccc2)cc1
i,O=C(COC(=O)Cc1ccc(Cl)cc1)NCc1ccc2c(c1)OCO2
i,CC(C)Oc1ccc(C(=O)OCC(=O)NC2CCCCCC2)cc1
i,O=C(COC(=O)CCc1nc2ccccc2c(=O)[nH]1)Nc1ccccc1OC(F)F
i,Cc1ccc(C(=O)NCC(c2cccs2)N(C)C)cc1S(=O)(=O)N1CCOCC1 (centres undefined)
i,O=[N+]([O-])c1ccc(NN=CCCc2ccccc2)nc1
i,c1c[nH]c(CN2CCN(Cc3ncc[nH]3)CC2)n1
i,COc1ccc(CCNC(=O)c2cc(S(=O)(=O)N3CCCCCC3)ccc2OC)cc1OC
i,Cn1c(N)c(C(=O)CSc2nn(-c3ccccc3)c(=S)s2)c(=O)n(C)c1=O
i,O=C(CN1CCN(S(=O)(=O)c2ccc(F)cc2)CC1)NCC1(N2CCOCC2)CCCCC1
i,COC(=O)C(C(=O)OC)C(CC(=O)c1ccc(Br)cc1)c1ccccc1 (centres undefined)
i,Cc1nn(CC(=O)NC2CCCC2)c(C)c1[N+](=O)[O-]
i,COc1cccc(CNC(=O)COC(=O)c2ccc(Cl)s2)c1
i,O=C(NC(=S)NC1CCC(O)CC1)c1ccco1 (centres undefined)
i,CCOC(=O)Nc1cc2c(cc1[N+](=O)[O-])-c1ccccc1C2=O
i,O=C1CN(Cc2ccccc2)CC(=O)N1
i,CSc1ccc(/C=C/C(=O)OCC(=O)NC2CC2)cc1
i,O=[N+]([O-])c1ccc(CSCc2ccc([N+](=O)[O-])cc2)cc1
i,COc1cc(/C=C(\C#N)c2nc3ccc(C)cc3[nH]2)cc([N+](=O)[O-])c1O
i,Cc1cccc(Nc2nnc(SC(C)C(=O)NC3CC3)s2)c1 (centres undefined)
i,CCN(C(=O)COC(=O)/C(C#N)=C/c1ccc(N(C)C)cc1)C1CCS(=O)(=O)C1 (centres undefined)
i,COCCN(CC(=O)Nc1cccc(S(=O)(=O)N2CCCC2)c1)Cc1nc2ccccc2c(=O)[nH]1
i,COc1ccc(NC(=O)CN(C)C(=O)C2CC(=O)N(CCc3ccc(OC)c(OC)c3)C2)cc1 (centres undefined)
i,Cc1cccc(C)c1NC(=O)CNC(=O)CCNC(=O)c1ccco1
i,CCOC(=O)C1CCCN(C(=O)c2cccc(N3C(=O)c4ccccc4C3=O)c2)C1 (centres undefined)
i,Cc1[nH]c2ccc(C(=O)NC3CCCC3)cc2c1C
i,CC(=O)Nc1ccc(C(=O)COC(=O)c2cccs2)c(F)c1
i,COc1ccc(-n2ccnc2SCC(=O)NC2CCCC2)cc1
i,Cc1ccc(CNC(=O)CSc2nc3ccccc3c(=O)n2CC2CCCO2)cc1 (centres undefined)
i,CCc1ccc(OCC(=O)NNC(=O)c2ccc(-n3cncn3)c([N+](=O)[O-])c2)cc1
i,CCOc1ccc(NC(=O)CCN2C(=O)CSc3ccccc32)cc1
i,CCOc1ccc(NC(=O)CN(C)C(=O)c2ccc3c(c2)S(=O)(=O)N=C2CCCCCN23)cc1OCC
i,Cc1cc(/N=C/C=C2/N(C)c3ccccc3C2(C)C)n(CCC#N)n1
i,CCOc1ccc(N(C)S(=O)(=O)c2ccc(C)c(C(=O)N3CCN(Cc4ccc5c(c4)OCO5)CC3)c2)cc1
i,Cc1ccc(C(=O)NC(CCc2ccccc2)C(=O)O)cc1 (centres undefined)
i,O=C(NN1C(=O)NC2(CCCCC2)C1=O)c1ccc(Cl)s1
i,CCN(CC(=O)NCc1cccs1)C(=O)/C=C/c1ccc(C)cc1
i,COc1ccc(S[C@@H](CCN2CC[C@H](NC(=O)OCc3ccccc3)CCC2=O)c2ccccc2)cc1
i,Cc1ccc(NC(=O)CN(C)C(=O)C(c2ccccc2)c2ccccc2)cc1
i,COc1ccccc1CNC(=O)COC(=O)Cc1ccc(Br)cc1
i,Cc1nn(CC(=O)N2CCc3ccccc32)c(C)c1S(=O)(=O)NC(C)(C)C
i,COc1cc(OC)cc(C(=O)NNC(=O)CCC(=O)c2cc(C)sc2C)c1
i,CCN(CC(=O)NCc1ccc(F)cc1)S(=O)(=O)c1ccc(Cl)s1
i,O=C(NNc1ccccc1)C(=O)NNc1ccccc1
i,CCn1nc(C(=O)Nc2cccc(S(=O)(=O)N3CCCC3)c2)c2ccccc2c1=O

As a short view, 15 of the compounds above:
ANO1 activ,Structure
i,CCN(C(=O)COC(=O)/C(C#N)=C/c1ccc(N(C)C)cc1)C1CCS(=O)(=O)C1 (centres undefined)
i,COCCN(CC(=O)Nc1cccc(S(=O)(=O)N2CCCC2)c1)Cc1nc2ccccc2c(=O)[nH]1
i,COc1ccc(NC(=O)CN(C)C(=O)C2CC(=O)N(CCc3ccc(OC)c(OC)c3)C2)cc1 (centres undefined)
i,Cc1cccc(C)c1NC(=O)CNC(=O)CCNC(=O)c1ccco1
i,CCOC(=O)C1CCCN(C(=O)c2cccc(N3C(=O)c4ccccc4C3=O)c2)C1 (centres undefined)
i,Cc1[nH]c2ccc(C(=O)NC3CCCC3)cc2c1C
i,CC(=O)Nc1ccc(C(=O)COC(=O)c2cccs2)c(F)c1
i,COc1ccc(-n2ccnc2SCC(=O)NC2CCCC2)cc1
i,Cc1ccc(CNC(=O)CSc2nc3ccccc3c(=O)n2CC2CCCO2)cc1 (centres undefined)
i,CCc1ccc(OCC(=O)NNC(=O)c2ccc(-n3cncn3)c([N+](=O)[O-])c2)cc1
i,CCOc1ccc(NC(=O)CCN2C(=O)CSc3ccccc32)cc1
i,CCOc1ccc(NC(=O)CN(C)C(=O)c2ccc3c(c2)S(=O)(=O)N=C2CCCCCN23)cc1OCC
i,Cc1cc(/N=C/C=C2/N(C)c3ccccc3C2(C)C)n(CCC#N)n1
i,CCOc1ccc(N(C)S(=O)(=O)c2ccc(C)c(C(=O)N3CCN(Cc4ccc5c(c4)OCO5)CC3)c2)cc1
i,Cc1ccc(C(=O)NC(CCc2ccccc2)C(=O)O)cc1 (centres undefined)

The list goes on:
ANO1 activ,Structure
i,COC1=C(Br)C(=O)c2ncccc2C1=O
i,O=C(COC(=O)c1ccc(Br)o1)Nc1ccc(Br)cc1
i,Cc1ccccc1-c1cc(C(=O)O)n(CC2CC(c3cccnc3)=NO2)n1 (centres undefined)
i,O=C(COC(=O)c1cccc(S(=O)(=O)N2CCCCCC2)c1)Nc1ccccc1C(F)(F)F
i,COC(=O)c1c(C)[nH]c(C(=O)OCC(=O)c2ccc(C)s2)c1C
i,CC(C)OCc1ccc(C(=O)N2CCN(CC(=O)N3CCCC3)CC2)cc1
i,CCOC(=O)c1ccc2[nH]c(C)c(CN3CCN(C)CC3)c(=O)c2c1
i,C1=C[C@@H]2CCN(Cc3ccccc3)Cc3cccc(c32)C1
i,Cc1ccc(NS(=O)(=O)c2cccc(C(=O)NCC(c3ccco3)N3CCCC3)c2)cc1 (centres undefined)
i,NS(=O)(=O)c1ccc(CCNC(=O)CSCC(=O)Nc2ccc(Cl)cc2)cc1
i,CSc1ccccc1NC(=O)COc1ccc2c(c1)OCO2
i,COc1ccc(C(=O)Nc2ccc(NC(C)=O)cc2)cc1S(=O)(=O)N(C)Cc1ccccc1
i,CCc1ccc(CN(C)C(C)C(=O)Nc2ccc(S(=O)(=O)N3CCCC3)cc2)cc1 (centres undefined)
i,Cc1ccccc1NC(=O)COC(=O)COc1ccc2c(c1)CCC2
i,Cc1ccc(-c2nnc(SCC(=O)NC3CCCC3)n2N)cc1
i,C[C@@H](NC(=O)c1[nH]cnc1C(=O)Nc1ccon1)c1ccccc1
i,Nc1ncnc2c1ncn2[C@@H]1O[C@H](CN2CCCS2(=O)=O)[C@@H](O)[C@H]1O
i,COc1ccc(S(=O)(=O)N(C)C[C@H]2Oc3c(NC(=O)C4CC4)cccc3C(=O)N([C@H](C)CO)C[C@@H]2C)cc1
i,Cc1ccc(NCC2(N=Cc3ccccc3)OC(CO)C(O)C2O)cc1 (centres undefined)
i,Cc1nn(C)c(C)c1NC(=O)COc1ccc(Cl)cc1
i,COc1cc(C#Cc2c(-c3cncn3C)n(C)c3ccc(-c4ccc(CN5CCOCC5)cc4)cc23)cc(OC)c1
i,Cc1cccc(C2=NN(c3ccccc3)[C@@H](C(=O)N3CCOC3=O)[C@@H]2c2ccccc2)c1

Screens (PubChem BioAssay)
